BAZ2B block: inhibitors of human BAZ2B bromodomain; Q9UIF8; AlphaScreen BAZ2B-H3K14Ac peptide displacement; Potency, µM (titrated, usually from 114 µM), for inactives: top-dose activity change, negative = inhibition, actives largely listed as inhibitors; hit rate 4.4% among 360,000; AID 504333; also: potency is read from the fitted curve at half-maximal effect; % is scaled to controls: 0 for no effect and ±100 for the full control effect; nearly all actives have a fitted effect of over 60% in size
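Complex of BAZ2B and biotin-H3K14Ac (50 nM apiece) forms over 30 min at RT, then faces library compounds up to 110 uM for another 30 min; AlphaScreen beads added, 20 min dark incubation, luminescence read.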
Pin1 inh: inhibitors of human Pin1 | Q13526 | Pin1 FP peptide displacement, HiFluor488, 10 min | Potency, µM (series often up to 115 µM), for the others: at the top dose activity, negative = inhibition, actives largely listed as inhibitors | hit rate 0.009% among 390,000; active = well fitted inhibition curve with a large enough effect in the polarisation, with a control signal flat, not every such curve was filed as active; inconclusive = small, poorly fitted or top-dose-only effect, or effect the other way, or a change in a side signal; inactive = no such curve, though single readings can be large or run the other way; the % refers to the polarisation; also: potency is read from the fitted curve at half-maximal effect; % is scaled to controls: 0 for no effect and ±100 for the full control effect
Target sequence (Q13526 whole entry, looked up): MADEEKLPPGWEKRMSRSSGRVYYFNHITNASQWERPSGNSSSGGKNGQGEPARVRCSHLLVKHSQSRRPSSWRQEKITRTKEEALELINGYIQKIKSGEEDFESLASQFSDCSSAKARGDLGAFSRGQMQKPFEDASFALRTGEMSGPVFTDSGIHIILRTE
GLS inh: blocks human kidney-isoform glutaminase activity; Potency, µM (top dose mostly 45.5 µM), for inactives: at the highest dose activity change, negative = inhibition, actives largely listed as inhibitors; GLS enzymatic activity, qHTS titration; hit rate 0.21% among 410,000; AID 624170; O94925; also: potency is read from the fitted curve at half-maximal effect; % is scaled to controls: 0 for no effect and ±100 for the full control effect
Target sequence (O94925 whole entry, looked up, canonical isoform): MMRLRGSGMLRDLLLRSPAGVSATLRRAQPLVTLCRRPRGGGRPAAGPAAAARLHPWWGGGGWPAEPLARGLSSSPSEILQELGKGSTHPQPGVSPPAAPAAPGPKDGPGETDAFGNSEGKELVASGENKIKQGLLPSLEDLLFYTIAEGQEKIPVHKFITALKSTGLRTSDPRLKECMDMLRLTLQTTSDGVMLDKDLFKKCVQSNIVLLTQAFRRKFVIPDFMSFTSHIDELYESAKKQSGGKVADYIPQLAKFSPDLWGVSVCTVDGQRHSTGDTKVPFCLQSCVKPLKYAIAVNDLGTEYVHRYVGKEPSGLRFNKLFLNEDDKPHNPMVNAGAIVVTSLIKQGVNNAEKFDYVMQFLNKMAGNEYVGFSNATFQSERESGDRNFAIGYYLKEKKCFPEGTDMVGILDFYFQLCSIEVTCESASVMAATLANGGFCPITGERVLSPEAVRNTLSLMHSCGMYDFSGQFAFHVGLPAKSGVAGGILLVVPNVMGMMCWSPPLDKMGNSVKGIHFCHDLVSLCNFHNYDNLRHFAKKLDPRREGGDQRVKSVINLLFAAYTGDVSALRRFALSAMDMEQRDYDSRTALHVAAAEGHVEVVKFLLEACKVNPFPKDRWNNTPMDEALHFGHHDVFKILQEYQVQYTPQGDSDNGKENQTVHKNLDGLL
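hKGA in 45 mM KH2PO4 (pH 8.2), 0.02% Tween-20 with compound, then 1mM L-Glutamine (stock as added) plus glutamate oxidase/HRP/Amplex red coupling mix. Fluorescence read initially and after 30 min at RT; signal change reflects glutamate formation.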
POLH inh: blocks human DNA polymerase eta activity. Q9Y253. recombinant Pol eta, fluorescent DNA replication assay. Potency, µM (top dose mostly 114 µM), without a hit: at the highest dose activity change, negative = inhibition, most hits filed as inhibitors. hit rate 1.2% among 390,000; also: potency is read from the fitted curve at half-maximal effect; % is scaled to controls: 0 for no effect and ±100 for the full control effect
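Pol eta at 10 nM preincubated with compounds 15 min at room temperature; reaction started with fluorescent substrate (50 nM final) and read kinetically at 0 and 10 min.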
JMJD2A Tudor inh: blocks the human JMJD2A Tudor domain | O75164 | AlphaScreen JMJD2A-Tudor / H3K4me3 peptide binding | Potency, µM (highest dose often 114 µM), without a hit: top-dose activity change, negative = inhibition, usual class: inhibitors | hit rate 4.4% among 390,000 | AID 504339; also: potency is read from the fitted curve at half-maximal effect; % is scaled to controls: 0 for no effect and ±100 for the full control effect; nearly all actives have a fitted effect of over 50% in size
G9a block: G9a (human) methyltransferase inhibition; Q96KQ7; hit rate 8.8% among 350,000; G9a H3K9 monomethylation, AlphaScreen, 2 h; Potency, µM (top dose mostly 102 µM), for the others: at the highest dose activity, negative = inhibition, usual class: inhibitors; also: potency is read from the fitted curve at half-maximal effect; % is scaled to controls: 0 for no effect and ±100 for the full control effect; nearly all actives have a fitted effect of over 75% in size
Target sequence (Q96KQ7 913-1193 limits assumed): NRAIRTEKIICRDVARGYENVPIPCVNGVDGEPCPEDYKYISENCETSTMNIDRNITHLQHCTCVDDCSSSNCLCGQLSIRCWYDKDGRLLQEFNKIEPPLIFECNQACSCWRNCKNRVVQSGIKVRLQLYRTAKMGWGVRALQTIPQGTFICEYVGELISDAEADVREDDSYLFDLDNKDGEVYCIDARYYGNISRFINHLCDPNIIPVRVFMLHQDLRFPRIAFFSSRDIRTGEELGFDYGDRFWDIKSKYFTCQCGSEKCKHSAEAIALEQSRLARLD
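G9a (20 nM) preincubated 15 min RT with compounds, then 500 nM biotinylated H3K9 peptide and 20 uM SAM added; 2 h RT reaction. Monomethyl-H3K9 product detected by AlphaScreen with anti-H3K9me1 antibody, streptavidin donor and anti-rabbit IgG acceptor beads.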
HP1b chromo inh: blocks HP1-beta chromodomain binding to methylated histone tails | P83916 | AlphaScreen HP1-beta / biotin-H3K9me3 peptide binding | Potency, µM (titrated, usually from 114 µM), for the others: at the top dose activity change, negative = inhibition, usual class: inhibitors | hit rate 0.56% among 390,000 | AID 540317; also: potency is read from the fitted curve at half-maximal effect; nearly all actives have a fitted effect of over 70% in size; inactives centre near 23
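HP1-beta protein (50 nM final) preincubated 30 min at room temperature with biotinylated H3(1-18)K9me3 peptide (50 nM) in PBS pH 7.4, 0.01% Tween-20, then compound added for 30 min. AlphaScreen streptavidin donor/nickel chelate acceptor beads (10 ug/mL final), 30 min dark, luminescence read.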
PGK inhibitor: T. brucei PGK inhibition; PGK/GAPDH coupled, Kinase-Glo luminescence, 60 min; Potency, µM (top dose mostly 57.5 µM), for the others: at the top dose activity change, negative = inhibition, usual class: inhibitors; hit rate 0.043% among 380,000; AID 602233; also: potency is read from the fitted curve at half-maximal effect; % is scaled to controls: 0 for no effect and ±100 for the full control effect; nearly all actives have a fitted effect of over 60% in size
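Recombinant glycosomal PGK reaction used 1,3-bisphosphoglycerate generated in-well by GAPDH (100nM final) in 100mM TEA pH 7.6, 5mM MgCl2, 0.01% Tween-20. After 60 minutes at room temperature, ATP was read by Kinase-Glo Plus luminescence end-point.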
PI4K2A block: PI4K2A (human) kinase inhibition; purified PI4K2A, ADP-Glo luminescence, 1 h; hits give low values; hit rate 0.13% among 420,000; activity change, negative = inhibition, % at 76.9 µM; Q9BTU6; in the data active = activity change below about -50%; inconclusive = mostly about -30% to -49%;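 also: -100% = wells without enzyme as full effect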
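In this quantitative HTS, ADP production by PI4K2A was quantified luminescently after 1 h at ambient temperature; 100 microM adenosine served as plate-quality control.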
* marks the source's active call; other numbers are inactive results; i = inactive; ? = inconclusive; / = not tested or not shown; [ ] = remark or other dose. Unless noted, calls follow the shape of the dose curve; as a rule, active = well fitted curve in the direction sought with a large enough effect; inconclusive = small, poorly fitted or top-dose-only effect, or another doubt; inactive = no such curve, though single readings can be large; an effect the other way counts as inactive or inconclusive. Some of the compounds tested. The share of hits here may be higher or lower than overall.

1	O=C(CCCC(=O)N(CC(=O)NC1CCCCC1)Cc1ccco1)Nc1ccccn1
2	CCn1c2ccccc2c2cc(NC(=O)c3cc(OC)cc(OC)c3)ccc21
3	O=C(CSc1nc(=O)[nH]c2c1CCC2)NCc1ccccc1
4	CCN(CC)CCNC(=O)c1nn(-c2ccc(Cl)cc2)c2c1CCc1cc(OC)ccc1-2
5	O=C1CC(c2ccccc2)=NN1c1ccccc1
6	COc1ccccc1NC(=O)c1ccc2c(c1)N(CC#N)C(=O)C(C)(C)O2
7	CN(Cc1ccco1)C(=O)Cn1cc(S(=O)(=O)N2CCCC2)c(S(=O)(=O)N2CCCC2)c1
8	O=C(CN1CCCCC1)NC1CCc2cc3c(cc21)CCC3 (centres undefined)
9	OCCN1CCN(c2cc(-c3ccccc3)c3ccccc3n2)CC1
10	COc1cc2ccnc(Cc3cccc(OC)c3OC)c2cc1OC

assay / compound | 1 | 2 | 3 | 4 | 5 | 6 | 7 | 8 | 9 | 10
BAZ2B block | -2% | -10% | 0% | / | / | -8% | -11% | / | 40µM* | -13%
Pin1 inh | -3% | 28% | -9% | 2% | 2% | 10% | -16% | -6% | -7% | 7%
GLS inh | 12% | 2% | 4% | -5% | 3% | -4% | 6% | 8% | 7% | 3%
POLH inh | -11% | -12% | -18% | ? | -4% | -16% | -8% | -16% | -18% | 8%
JMJD2A Tudor inh | -6% | -21% | -16% | ? | ? | 6% | -12% | -13% | 0.79µM* | 79µM*
G9a block | 1%[59 µM] | 15% | -1%[59 µM] | / | / | -16% | / | / | ? | 1%
HP1b chromo inh | 15% | 19% | 16% | -7% | -2%[57 µM] | 22% | 30% | 19% | ? | 14%
PGK inhibitor | 12% | -8% | -3% | 0% | 6% | -5% | 4% | -5% | -8% | -2%
PI4K2A block | 6 | 2 | 0 | -3 | -15 | -10 | -6 | 4 | 3 | -22

11	CC[C@]12c3[nH]c4ccc(OC)cc4c3CCN1C(=O)C(CC(=O)NCC13CC4CC(CC(C4)C1)C3)C[C@@H]2C(=O)N1CCN(C(=O)C2CC2)CC1 (some centres undefined)
12	N/C(=N\OC(=O)CCc1ccccc1)c1cccc(Br)c1
13	Cc1nn(-c2ccccc2)c(Cl)c1/C=N/N1CCN(c2ccccn2)CC1
14	Cc1cccc(N2CCN(C(=O)CN3C(=O)CSc4c3c(C)nn4-c3ccccc3)CC2)c1C
15	N#CC1=C(N)N(c2ccccc2)C(c2ccco2)C1(C#N)C#N (centres undefined)
16	CC1CCc2c(sc(NC(=O)C3CCCO3)c2C#N)C1 (centres undefined)
17	COc1cc2sc3ccc(C#CC4(O)CCCCC4)cc3c(=O)c2cc1OC
18	O=C(COc1cccc2ccccc12)NCc1cccnc1
19	CC1Cc2ccccc2N1C(=S)NC(=O)c1ccco1 (centres undefined)
20	CC(=O)c1ccc(N2CCN(C(=O)c3ccc(-c4ccccc4)cc3)CC2)cc1

assay / compound | 11 | 12 | 13 | 14 | 15 | 16 | 17 | 18 | 19 | 20
BAZ2B block | / | 153%[activator] | -1% | -5% | ? | -4% | / | 1% | / | 0%
Pin1 inh | -4% | ? | 5% | -8% | -1% | -7% | 16% | -1% | -1% | 3%
GLS inh | 4% | -1% | 18% | -9% | -1% | 0% | -8% | -3% | 0% | 8%
POLH inh | -19% | -18% | -2% | -17% | -1% | 1% | -8% | -14% | -1% | -19%
JMJD2A Tudor inh | -24% | 74%[activator] | 2% | -14% | ? | -6% | 3% | -11% | -35% | -8%
G9a block | / | 241%[activator] | 13%[0.0925 µM] | 8%[59 µM] | 16%[12.7 µM] | -1% | / | -10%[0.0925 µM] | 40µM* | -11%
HP1b chromo inh | 50%[activator] | 114% | 34% | -10% | -23% | 28% | 43%[activator] | 31% | ? | 18%
PGK inhibitor | 1% | / | 10% | i | -7% | -8% | i | i | i | 3%
PI4K2A block | -3 | 2 | -1 | -1 | -3 | 3 | -3 | 3 | 9 | 6

21	COc1ccc(Nc2nc(N)c3ccccc3n2)c(OC)c1
22	Cc1nnc(SC(C)C(=O)c2c[nH]c3ccccc23)n1C1CC1 (centres undefined)
23	NS(=O)(=O)c1ccc(CCNC(=O)CSc2cccs2)cc1
24	Fc1ccc2cc(CCO[C@H]3CCCCO3)ncc2c1
25	COC(=O)C(CSCc1ccccc1)NC(=O)CCNC(=O)OCc1ccccc1 (centres undefined)
26	CC(=O)Nc1cc(-c2ccccc2)ccc1O
27	CCOC(=O)C1CCC(CN(Cc2ccccc2)S(=O)(=O)c2ccc(Cl)cc2)CC1 (centres undefined)
28	CCOc1ccc(N2CC(C(=O)Nc3ccccc3F)CC2=O)cc1 (centres undefined)
29	Cc1ccc(C)c(NC2=NCC(=O)N2C2CCCCC2)c1
30	COc1ccc(C(=O)NC(=S)N2CCNC(=O)C2)cc1Br

assay / compound | 21 | 22 | 23 | 24 | 25 | 26 | 27 | 28 | 29 | 30
BAZ2B block | ? | / | -21% | / | / | 23% | 4% | 5% | 7% | ?
Pin1 inh | -7% | / | -4% | -1% | / | 7% | -2% | -6% | 8% | 0%
GLS inh | 15% | -5% | -1% | 1% | 1% | 8% | 3% | -20% | 18% | 12%
POLH inh | -14% | -10% | -4% | -6% | 2% | -14% | -8% | 3% | 2% | -10%
JMJD2A Tudor inh | ? | / | -5% | -21% | / | -5% | 20% | -5% | -11% | 35µM*
G9a block | / | / | -3% | / | / | 28µM* | 41%[activator][59 µM] | -17% | ? | /
HP1b chromo inh | 6% | / | 29% | 18% | / | 26% | 48%[activator] | 5% | 27% | -16%
PGK inhibitor | -11% | i | -8% | -3% | -4% | 20% | 8% | -6% | 6% | -8%
PI4K2A block | 14 | -9 | 3 | 2 | -1 | 6 | -11 | 2 | -4 | 3

31	COc1ccc(N2C(=O)C(CN3CCN(C)CC3)C2c2ccccc2)cc1 (centres undefined)
32	Cc1ccc(NC(=O)c2ccc(NC(=O)c3ccccc3)cc2)cc1C
33	Oc1ccc(-c2csc(Nc3cccnc3)n2)cc1
34	N#Cc1c(C(F)(F)F)cc(C2CC2)nc1N1CCCC1
35	COc1ccc(CN(C(=O)CSc2nnc(-c3ccccc3F)o2)c2ccc(F)cc2)cc1
36	Cc1cc(C)n(C(=O)CN2C(=O)COc3ccccc32)n1
37	Cc1cc(C)cc(CC2CC(=O)N(c3cc(C)ccc3C)C2=O)c1 (centres undefined)
38	COc1ccc2[nH]cc(CCNC(=S)NC3CCCC3)c2c1
39	COc1ccc(C(=O)CCC(=O)Nc2ccc(OC)c(Cl)c2)cc1
40	COc1ccc2c(C)cc(SCC(=O)c3ccc4c(c3)OCO4)nc2c1

assay / compound | 31 | 32 | 33 | 34 | 35 | 36 | 37 | 38 | 39 | 40
BAZ2B block | -11% | 5% | ? | 365%[activator] | -5% | 49%[activator] | -4% | ? | -5% | -29%
Pin1 inh | -7% | 1% | -3% | -2% | 2% | 3% | -4% | 3% | ? | ?
GLS inh | -11% | 4% | 14% | 2% | 1% | -2% | -16% | 0% | 0% | 2%
POLH inh | -6% | -10% | -9% | -5% | -12% | 6% | -12% | -8% | 0% | -14%
JMJD2A Tudor inh | -24% | -1% | -35% | -14% | 0% | -11% | -5% | -31% | -10% | -5%
G9a block | ? | 8% | -51%[12.7 µM] | 290%[activator][59 µM] | 11%[59 µM] | 0% | / | -5%[12.7 µM] | -8%[59 µM] | -49%
HP1b chromo inh | 23% | 9% | -16% | 13% | 29% | 22% | 31% | 4% | 37%[activator] | 54%[activator]
PGK inhibitor | -5% | -5% | -10% | 0% | i | 0% | -1% | 9% | i | -1%
PI4K2A block | 6 | -7 | -3 | -4 | -1 | -3 | -17 | -2 | 0 | -9

Brought forward from above: four entries; new compounds follow.
37	Cc1cc(C)cc(CC2CC(=O)N(c3cc(C)ccc3C)C2=O)c1 (centres undefined)
38	COc1ccc2[nH]cc(CCNC(=S)NC3CCCC3)c2c1
39	COc1ccc(C(=O)CCC(=O)Nc2ccc(OC)c(Cl)c2)cc1
40	COc1ccc2c(C)cc(SCC(=O)c3ccc4c(c3)OCO4)nc2c1
41	O=C(Nn1cnnc1)c1ccc(F)cc1
42	CCNC(=O)NCc1c(C)c(C)n(Cc2ccccc2)c1-n1cccc1
43	CC(C)C(=O)Nc1c2c(nn1-c1ccc(F)cc1)CS(=O)(=O)C2
44	CN(C)S(=O)(=O)c1cccc(NC(=O)Cn2cnc3ccccc3c2=O)c1

assay / compound | 37 | 38 | 39 | 40 | 41 | 42 | 43 | 44
BAZ2B block | -4% | ? | -5% | -29% | -18% | -33% | -7% | -5%
Pin1 inh | -4% | 3% | ? | ? | 0% | 2% | -5% | -1%
GLS inh | -16% | 0% | 0% | 2% | -1% | 9% | 5% | 0%
POLH inh | -12% | -8% | 0% | -14% | -9% | -14% | -1% | -5%
JMJD2A Tudor inh | -5% | -31% | -10% | -5% | -16% | -8% | -1% | -18%
G9a block | / | -5%[12.7 µM] | -8%[59 µM] | -49% | 6% | -19% | 20% | ?
HP1b chromo inh | 31% | 4% | 37%[activator] | 54%[activator] | 17% | 17% | 24% | 10%
PGK inhibitor | -1% | 9% | i | -1% | -9% | 2% | -5% | -5%
PI4K2A block | -17 | -2 | 0 | -9 | 4 | 4 | 13 | 8

Part of the list above, bar-delimited:
nr | mol | BAZ2B block | Pin1 inh | GLS inh | POLH inh | JMJD2A Tudor inh | G9a block | HP1b chromo inh | PGK inhibitor | PI4K2A block
41 | O=C(Nn1cnnc1)c1ccc(F)cc1 | -18% | 0% | -1% | -9% | -16% | 6% | 17% | -9% | 4
44 | CN(C)S(=O)(=O)c1cccc(NC(=O)Cn2cnc3ccccc3c2=O)c1 | -5% | -1% | 0% | -5% | -18% | ? | 10% | -5% | 8

Assay outcomes as filed in PubChem.
